# Screening data (PubChem BioAssay)
# PTHR1 agonist: agonists of human PTHR1 parathyroid hormone receptor | HEK293 GP2 PTHR1 cells, GloSensor cAMP luminescence, 1 h | 410,000 compounds, 0.075% hits | Q03431 | AID 743266 | Potency, µM (highest dose often 115 µM), for the others: at the highest dose activation, most hits filed as activators; further: potency means the concentration at half of the fitted maximal effect; nearly all actives have a fitted effect of over 55% in size; some results filed as inactive show a strong effect at the top dose; inactives centre near -15; many of its hits are not listed in these tables
# Target sequence (Q03431 whole entry, looked up): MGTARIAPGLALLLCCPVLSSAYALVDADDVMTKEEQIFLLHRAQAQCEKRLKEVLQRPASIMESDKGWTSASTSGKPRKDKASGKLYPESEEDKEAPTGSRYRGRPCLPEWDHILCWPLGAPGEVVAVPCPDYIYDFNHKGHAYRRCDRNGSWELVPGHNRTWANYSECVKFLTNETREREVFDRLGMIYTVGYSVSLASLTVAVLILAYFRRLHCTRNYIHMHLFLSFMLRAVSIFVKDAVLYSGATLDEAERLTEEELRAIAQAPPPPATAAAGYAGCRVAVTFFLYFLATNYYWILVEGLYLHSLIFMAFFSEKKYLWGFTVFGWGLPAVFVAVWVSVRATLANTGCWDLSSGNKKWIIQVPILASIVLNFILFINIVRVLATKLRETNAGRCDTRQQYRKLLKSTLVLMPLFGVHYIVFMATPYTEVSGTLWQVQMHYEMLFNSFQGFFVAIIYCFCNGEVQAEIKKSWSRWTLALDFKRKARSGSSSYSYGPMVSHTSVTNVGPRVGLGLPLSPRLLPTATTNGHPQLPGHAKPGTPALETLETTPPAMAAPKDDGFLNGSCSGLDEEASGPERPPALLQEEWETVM
#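 HEK-293-derived GP2 cells expressing PTHR1 and a GloSensor cAMP reporter, 3,000/well, plated overnight, given luciferin plus IBMX (each 0.5 mM as added) for 1 h at 37 °C, then compound for 1 h at 37 °C. Luminescence was read after 15 min at room temperature.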
# aSyn yeast inh: alpha-synuclein toxicity inhibition in yeast. Yeast expressing alpha-synuclein, growth rescue, BacTiter-Glo, 24 h. Potency, µM (titrated, usually from 46.1 µM), for inactives: top-dose growth rescue (activation), actives largely listed as activators. 370,000 compounds, 0.14% hits; further: potency means the concentration at half of the fitted maximal effect; % of control where 0% means no effect; nearly all actives have a fitted effect of over 65% in size
#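 Galactose-induced alpha-syn yeast (OD600=0.02, raffinose-pregrown) + pinned cpd, 24 hr, 30 deg C; growth by BacTiter-Glo luminescence. Growth restoration scores as activation.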
# GLP1R ag: agonists of human GLP-1 receptor | P43220 | HEK293 GLP-1R CRE-luciferase, luminescence, 4-6 h; cells express a hypersensitive GLP-1R form | Potency, µM (titrated, usually from 45.6 µM), inactives show at the top dose activation, most hits filed as activators | 380,000 compounds, 0.007% hits | AID 624172; further: potency means the concentration at half of the fitted maximal effect; % of control where 0% means no effect
# KB-V1 cytotox: kills drug-selected multidrug resistant KB-V1 cells | KB-V1 MDR cells viability, CellTiter-Glo, 72 h | Potency, µM (top dose mostly 46.1 µM), for inactives: at the highest dose activity change, negative = cytotoxicity, actives largely listed as cytotoxic | 400,000 compounds, 3.4% hits; further: potency means the concentration at half of the fitted maximal effect; on the % scale 0 is the no-effect control and ±100 the full control effect; nearly all actives have a fitted effect of over 60% in size
#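 Compound-treated KB-V1 multidrug-resistant cells, 72 h, 37 degrees C; viability by CellTiter-Glo. Fitted qHTS curves give the values.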
# GLP1R inv ag: GLP-1 receptor (human) inverse agonism. P43220. HEK293 GLP-1R CRE-luciferase, luminescence, 24 h; GLP-1R form is constitutively active. Potency, µM (highest dose often 38.3 µM), for inactives: at the top dose activity change, negative = inhibition, actives largely listed as inhibitors. 410,000 compounds, 1.6% hits. AID 624417; further: potency means the concentration at half of the fitted maximal effect; on the % scale 0 is the no-effect control and ±100 the full control effect; nearly all actives have a fitted effect of over 55% in size
#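 qHTS in 1536-well format: reporter HEK293 cells expressing constitutive GLP-1R activity in DMEM + 10% Nu serum, 24 hr with compounds at 37 deg C, luminescence read after 12 min with detection reagent.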
# DRD3 antagonist: blocks the human D3 dopamine receptor; D3R cells, DiscoveRx beta-arrestin luminescence, antagonist mode; hits give low values; AID 652054; max response, negative = inhibition, %; P35462; 360,000 compounds, 2.5% hits; in the data active means max response below about -50%; inconclusive means no clear call, values can overlap the other calls; further: on the % scale 0 is the no-effect control and ±100 the full control effect; mostly tested at two doses, the higher about 12 µM
# Target sequence (P35462 whole entry, looked up): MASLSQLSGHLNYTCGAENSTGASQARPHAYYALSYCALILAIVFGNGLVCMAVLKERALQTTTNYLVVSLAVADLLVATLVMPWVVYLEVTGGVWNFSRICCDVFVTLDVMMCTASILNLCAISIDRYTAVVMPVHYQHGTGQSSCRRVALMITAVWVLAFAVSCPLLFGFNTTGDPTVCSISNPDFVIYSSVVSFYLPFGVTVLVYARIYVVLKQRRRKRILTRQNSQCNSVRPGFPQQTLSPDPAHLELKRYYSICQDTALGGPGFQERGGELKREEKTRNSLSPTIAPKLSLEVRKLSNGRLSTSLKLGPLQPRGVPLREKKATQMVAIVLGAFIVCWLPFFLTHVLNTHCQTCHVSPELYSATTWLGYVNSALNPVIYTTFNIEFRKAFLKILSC
#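 Cells expressing the human receptor were seeded at 1500 cells/well, incubated overnight at 37 degrees C in 5% CO2, then exposed to library compounds with dopamine controls for 90 minutes at 37 degrees C before luminescent detection.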
# DRD3 agonist: D3 dopamine receptor (human) agonism; P35462; D3R DiscoveRx beta-arrestin cells, luminescence, 90 min; max activation, %; 410,000 compounds, 0.58% hits; AID 652048; in the data active means max activation above about 30%; further: 0% is about no effect; mostly tested at two doses, the higher about 12 µM
#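 Agonist-mode cell screen: cells plated at 1500/well and incubated overnight at 37 °C, then exposed to library compounds for 90 min at 37 °C. Detection reagent was added for 30–60 min at room temperature, and luminescence was read.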
# HEK293 tox: cytotoxicity in counter-screen for GLP-1R inverse agonists | HEK293 cAMP-luciferase reporter cells, luminescence, 24 h | Potency, µM (highest dose often 38.3 µM), for inactives: at the highest dose activity change, negative = inhibition, actives largely listed as inhibitors | 410,000 compounds, 0.13% hits | AID 624418;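 further: loss of luciferase light is scored as toxicity; potency means the concentration at half of the fitted maximal effect; on the % scale 0 is the no-effect control and ±100 the full control effect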
#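 1536-well qHTS counterscreen of the MLSMR; 200 cells/uL, 12 h pre-incubation, 23 nL cpd, 24 h at 37 deg C 5% CO2, luciferase detection reagent, 12 min RT, luminescence. Inhibition = undesired.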
# TDP-43 yeast inh: inhibitors of TDP-43 toxicity in yeast; TDP-43 expressing yeast growth rescue, BacTiter-Glo, 24 h; Potency, µM (doses to about 46.1 µM), for the others: at the top dose growth rescue (activation), actives largely listed as activators; 410,000 compounds, 1.8% hits; AID 652104; further: potency means the concentration at half of the fitted maximal effect; % of control where 0% means no effect; nearly all actives have a fitted effect of over 50% in size
#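 Growth rescue of TDP-43-toxic yeast measured as ATP luminescence (BacTiter-Glo). Cells grown to mid-log in raffinose, induced in galactose at OD600=0.02, exposed to compound 24 hr at 30 deg C.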
# * = called active by the depositor; i = inactive; ? = inconclusive; · = not tested or not shown; & = joins results of further samples; [ ] = another dose, or the depositor's remark. Unless noted, the call rests on the fitted dose curve; in most records, active means well fitted curve in the direction sought with a large enough effect; inconclusive means small, poorly fitted or top-dose-only effect, or another doubt; inactive means no such curve, though single readings can be large; an effect the other way counts as inactive or inconclusive. The list is partial; the hit share may differ from the screen's.
# Start of the data: the first 8 records (preview)
SMILES,PTHR1 agonist,aSyn yeast inh,GLP1R ag,KB-V1 cytotox,GLP1R inv ag,DRD3 antagonist,DRD3 agonist,HEK293 tox,TDP-43 yeast inh
CCCCCn1c(=N)n(CC(O)COc2cccc(C)c2)c2ccccc21 (stereo unspecified),-52%[inhibitor],·,·,?,11µM*,·,1,?,25%
COC(=O)c1nc2nc(-c3cccs3)cc(C(F)(F)F)n2n1,i,0%,2%,10%,9%,20,5,3%,-4%
CCOc1cc(C2CC(=O)Nc3nc(SCc4ccccc4)[nH]c(=O)c32)ccc1O (stereo unspecified),i,·,·,-11%,-5%,·,-9,-6%,-5%[9.22 µM]
CCn1c(=N)n(CC(=O)c2ccco2)c2ccccc21,-21%,·,6%,?,-30%,-4,-1,-6%,6%
COc1ccccc1NC(=O)C1=C(C)Nc2nc3ccccc3n2C1c1cccs1 (stereo unspecified),i,2%,15%,5.8µM*,?,1,-3,-2%[1.53 µM],-6%
CC(NC(=O)C(=O)NCc1cccs1)c1ccccc1 (stereo unspecified),i,-1%,2%,24%,-7%,14,7,0%,8%
O=C(COc1ccc(Cl)cc1)NCCc1csc(-c2cccc(F)c2)n1,-54%[inhibitor],·,·,-3%,?,·,-8,38%[activator],?
CC(NC(=S)N1CCN(c2ccccc2)CC1)c1ccccc1 (stereo unspecified),-2%,0%,7%,-1%,?,-17,-1,-8%,11%

# Results (from the top)
SMILES,PTHR1 agonist,aSyn yeast inh,GLP1R ag,KB-V1 cytotox,GLP1R inv ag,DRD3 antagonist,DRD3 agonist,HEK293 tox,TDP-43 yeast inh
CCCCCn1c(=N)n(CC(O)COc2cccc(C)c2)c2ccccc21 (stereo unspecified),-52%[inhibitor],·,·,?,11µM*,·,1,?,25%
COC(=O)c1nc2nc(-c3cccs3)cc(C(F)(F)F)n2n1,i,0%,2%,10%,9%,20,5,3%,-4%
CCOc1cc(C2CC(=O)Nc3nc(SCc4ccccc4)[nH]c(=O)c32)ccc1O (stereo unspecified),i,·,·,-11%,-5%,·,-9,-6%,-5%[9.22 µM]
CCn1c(=N)n(CC(=O)c2ccco2)c2ccccc21,-21%,·,6%,?,-30%,-4,-1,-6%,6%
COc1ccccc1NC(=O)C1=C(C)Nc2nc3ccccc3n2C1c1cccs1 (stereo unspecified),i,2%,15%,5.8µM*,?,1,-3,-2%[1.53 µM],-6%
CC(NC(=O)C(=O)NCc1cccs1)c1ccccc1 (stereo unspecified),i,-1%,2%,24%,-7%,14,7,0%,8%
O=C(COc1ccc(Cl)cc1)NCCc1csc(-c2cccc(F)c2)n1,-54%[inhibitor],·,·,-3%,?,·,-8,38%[activator],?
CC(NC(=S)N1CCN(c2ccccc2)CC1)c1ccccc1 (stereo unspecified),-2%,0%,7%,-1%,?,-17,-1,-8%,11%
COC(=O)[C@@H](CC(C)C)N(Cc1ccccc1)S(=O)(=O)N(Cc1ccccc1)[C@@H](CC(C)C)C(=O)OC,-42%[inhibitor],0%,-1%,?,?,-14,-35,40%[activator],-18%
CC(C(=O)Nc1cccc(S(=O)(=O)N2CCOCC2)c1)N1CCN(C/C=C/c2ccccc2)CC1 (stereo unspecified),-13%,0%,11%,?,?,?,6,-1%,7%
COc1cccc(N2CCN(CC(=O)N3CCN(S(=O)(=O)c4ccc(Cl)cc4)CC3)CC2)c1,-6%,-1%,1%,?,8%,8,6,1%,-6%
COCCNC(=O)C(c1ccc(O)cc1)N(Cc1cccs1)C(=O)CCC(=O)Nc1ccccn1 (stereo unspecified),i,-3%,7%,-1%,0%,3,1,-9%,-19%
Cc1ccc2c(c1C)NC(=O)C2(O)CC(=O)c1ccc2c(c1)OCO2 (stereo unspecified),?,0%,-2%,?,2%,7,-11,4%,-33%[inhibitor]
Cc1ccc(C(C(=O)NCc2ccccc2)N(C(=O)c2csnn2)c2cccc3ccccc23)o1 (stereo unspecified),?,12%,-2%,?,0%,-15,4,8%,-12%
O=S1CCCSC1c1cccnc1 (stereo unspecified),i,3%,-13%,-12%,2%,-1,2,5%,-16%
O=C(c1cccc(S(=O)(=O)Nc2ccccc2Cl)c1)N1CCC1,i,0%,-20%,-8%,10%,-59*,-4,-6%,25%
CCOC(=O)c1cc(-c2ccccc2C)nn1CC1CC(c2ccc(OC)cc2)=NO1 (stereo unspecified),i,11%,26%,?,11µM*,36,23,2%,31%
COC(/C=C/Nc1ccc(C)cc1)=C(C#N)C#N,i,-9%,0%,-3%,-23%,10,0,-3%,-1%
Cc1ccc(C(=O)CSc2nnc(-c3ccccc3N)n2C)cc1,i,4%,-4%,?,-23%,7,-4,-11%,20%
COc1ccccc1N1CCN(S(=O)(=O)c2cn(C)c(=O)n(C)c2=O)CC1,-24%,-1%,3%,5%,-4%,-6,4,3%,2%
O=C(N/N=C/C=C\c1ccco1)c1cccs1,-1%,2%,9%,7%,304%[activator],0,5,-27%,-3%
C/C=C(/C)C(=O)Nc1cccc(C2=NOC3(C2)C[C@@H](C(N)=O)N(C(=O)CCCCC)C3)c1 (stereo partly specified),i,-6%,2%,0%,28%,22,5,5%,-5%
Cc1cc(N2C(=O)C(O)=C(C(=O)c3cc4ccccc4o3)C2c2ccc([N+](=O)[O-])cc2)no1 (stereo unspecified),-5%,0%,-7%,20%,-16%,29,-4,-5%,7%
CSc1ccc(S(=O)(=O)N2CC(=O)Nc3ccccc32)cc1,-18%,1%,8%,0%,24%,5,6,4%,16%
CCOC(=O)N1CCC(n2c(SCC(=O)c3ccccc3)nc3ccsc3c2=O)CC1,i,2%,3%,-13%,0%,-20,0,-4%,-2%
COc1cccc(NC(=O)CN(C)C(=O)CSc2nc(C)cc(C)n2)c1,i,0%,-5%,-7%,9%,9,-3,2%,9%
Cc1cc(C)n2ncnc2n1,18%,·,1%,7%,7%,30,-3,1%,-19%
CCc1cc(C(=O)NC2CCCc3c2cnn3-c2ccc(F)cc2F)no1 (stereo unspecified),-28%,0%,-3%,?,?,22,1,1%,5%
CC(c1ccccc1F)n1cc(C(=O)NCc2ccncc2)nn1 (stereo unspecified),i,3%,-1%,2%,-1%,-19,4,1%,-5%
CC(=O)c1ccc(NC(=O)c2cc(S(=O)(=O)N3CCCCCC3)cn2C)cc1,i,·,1%,16%,7%,·,2,4%,18%
Cc1cc(NC(=O)c2ccc(-c3ccc(F)c(Cl)c3)o2)no1,i,6%,-1%,0%,11%,13,2,1%,11%
CN(Cc1ccccc1)S(=O)(=O)c1cccs1,-1%[57.5 µM],9%,14%,3%,-25%,-4,-5,4%,19%
COc1ccc(F)cc1S(=O)(=O)n1cnc2ccccc21,?,-5%,4%,5%,8%,-7,3,3%,-4%
O=C(COCc1cc(-c2ccc3c(c2)OCO3)on1)N1CCN(c2cccc(Cl)c2)CC1,4%,1%,0%,27%&9%,?,-12,-6&-16,-4%&7%,17%&4%
CC(C)c1nnc(NC(=O)Cn2nc(-c3ccc4c(c3)OCCO4)ccc2=O)s1,-3%[57.5 µM],-3%,1%,-20%,2%,-2,-10,12%,-27%
Cc1cccc(CN2CCC(CNC(=O)CCNC(=O)Cn3ccc4ccccc4c3=O)CC2)c1,i,-2%,-7%,9%,6%,-24,-7,2%,-7%
CCOC(=O)C1C(C(=O)OC)=C(c2ccc(F)cc2)c2ccccc2N1S(=O)(=O)C(F)(F)F (stereo unspecified),-12%,0%,-1%,0%,-28%,64,16,-14%,?
COc1ccc(CN2CC34C=CC(O3)C(C(=O)O)C4C2=O)cc1 (stereo unspecified),i,3%,-2%,26%,6%,5,3,4%,7%
CCN(CC)C(=O)CN(C)S(=O)(=O)c1cccc2nsnc12,-3%[57.5 µM],3%,0%,-23%,35%[activator],-13,1,-3%,5%
Cc1cccc(NC(=O)CSc2ncnc3sc(C)c(C)c23)n1,i,7%,28%,·,-8%,5,3,-4%,?
C/C(=N\NC(=O)C1CCCC1)c1ccc(Cl)c(Cl)c1,i,-1%,4%,4%,23%,6,-3,5%,11%
CC(=O)c1cc(F)c(N2CCN(C(=O)COc3ccccc3F)CC2)cc1C,-10%[57.5 µM],2%,23%,?,?,-20,6,-5%,20%
COc1ccc(-c2cccc(NS(=O)(=O)c3cc([N+](=O)[O-])ccc3C)c2)nn1,-28%,4%,16%,-11%,13%,1,6,-14%,18%
O=C(O)CC(CC(=O)O)(C(=O)O)c1ccccc1,-3%,5%,-4%,25%,0%,2,14,2%,-6%
COc1cccc(C2=Cc3ccc(F)cc3C(CC(C)=O)N2c2ccc(-c3cc(OC)c(OC)c(OC)c3)cc2)c1 (stereo unspecified),-4%,-7%,-1%,-17%,-2%,17,3,2%,17%
CCOc1ccccc1NC(=O)Cn1c(=O)n(Cc2cccs2)c(=O)c2cccnc21,-17%,·,·,-3%,3%,·,1,7%,1%
